Source: PubChem (several laboratories)
NTR1 ag: agonists of NTR1, primary screen, imaging, U2OS cells, beta-arrestin-GFP, high content (AID 493036); NTR1-U2OS beta-arrestin-GFP spot imaging, agonist mode; Neurotensin receptor type 1 (Homo sapiens), P30989; activation, % at 20 µM; actives 0.17% (n = 330,000);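 active means activation at or above 40% of the spot to cytoplasm intensity ratio, with at least 20 cells analyzed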;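 further: 0% = DMSO without peptide and 100% = 100 nM NTR1 peptide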
Target sequence (P30989 whole entry, looked up): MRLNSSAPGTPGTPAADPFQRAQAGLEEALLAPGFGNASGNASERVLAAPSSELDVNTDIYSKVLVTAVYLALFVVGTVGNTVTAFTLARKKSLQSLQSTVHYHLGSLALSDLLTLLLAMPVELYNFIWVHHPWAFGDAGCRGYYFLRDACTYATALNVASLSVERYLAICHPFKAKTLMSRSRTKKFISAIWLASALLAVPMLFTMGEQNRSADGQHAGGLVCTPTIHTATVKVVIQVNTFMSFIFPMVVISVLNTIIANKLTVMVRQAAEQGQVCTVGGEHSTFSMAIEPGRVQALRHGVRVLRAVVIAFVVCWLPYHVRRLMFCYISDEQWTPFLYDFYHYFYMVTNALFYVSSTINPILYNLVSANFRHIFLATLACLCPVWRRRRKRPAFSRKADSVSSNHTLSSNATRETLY
Large T inhibition: SV40 large T antigen inhibitors, biochemical (AID 1903); SV40 large T antigen ATPase/helicase inhibition assay; higher % means a stronger effect; actives 0.39% (n = 310,000); inhibition, % at 20 µM, or IC50 in µM where a hit was titrated; in the data active means a potency from the dose series; further: strong numbers were not always called active
RSV antiviral HEp-2: RSV antiviral activity via CPE protection, HEp-2 cells, primary 10 µM value included (AID 2391). HEp-2 cells, RSV-induced CPE inhibition; higher % means a stronger effect. CPE inhibition, % at 10 µM; hits with a dose series show IC50 in µM. actives 0.13% (n = 310,000); in the data active means a potency from the dose series; further: strong numbers were not always called active
UTI89 phage lysis: inhibition of K1F phage lysis, E. coli UTI89, bacterial capsule biogenesis inhibitors, alamar blue (AID 488966); E. coli UTI89 K1F phage lysis, alamar blue, 2 h; higher % means a stronger effect; inhibition, % at 100 µM, or IC50 in µM where a hit was titrated; actives 0.02% (n = 340,000);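 active means phage lysis inhibition, versus mean bacterial control, above a set limit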;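 further: capsule biogenesis inhibitors block K1F phage lysis so surviving cells raise fluorescence; higher fluorescence means more inhibition of phage lysis; actives were called in the ten point dose series up to 300 µM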
PhoP inhibition: inhibitors of PhoP regulon expression, primary screen, Salmonella Typhimurium, GFP reporter (AID 1863). S. Typhimurium PhoP-regulated promoter GFP reporter, 4 h; higher % means a stronger effect. inhibition, % at 50 µM, or IC50 in µM where a hit was titrated. actives 0.16% (n = 300,000);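 active means inhibition over 29.93%, a cutoff 3 SD above the screen mean, later confirmed by dose response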;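 further: 0% = low Mg2+ inducing control and 100% = high Mg2+ repressing control; strong numbers were not always called active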
Rac1 GTP hydrolysis: MgcRacGAP GTPase-activating activity inhibitors, confirmation, biochemical, ADP Hunter fluorescence; Rac GTPase-activating protein 1 (Homo sapiens); MgcRacGAP-stimulated Rac1 GTP hydrolysis, ADP Hunter fluorescence; higher % means a stronger effect; GST-tagged Rac1 F28L mutant substrate; one-dose inhibition, % at 30 µM; IC50 in µM for titrated hits; actives 0.6% (n = 340,000); AID 624330, 2012;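 active means first-screen hits whose inhibition reached a set limit at any dose in the follow-up dose series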;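 further: fluorescence reports GDP produced by GAP-driven GTP hydrolysis; strong numbers were not always called active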
TNAP activation fold: human TNAP enzyme activators, primary screen, biochemical, luminescent, no phosphate acceptor, uHTS (AID 1001); Alkaline phosphatase, tissue-nonspecific isozyme (Homo sapiens); purified TNAP, luminescent activation assay, no phosphate acceptor; higher activation fold means a stronger effect; activation fold at 20 µM, or EC50 in µM where a hit was titrated; actives 0.03% (n = 200,000); in the data active means activation fold from about 3, or a potency from the dose series; inactive means the rest, 99 in 100 with activation fold below about 1.6; further: many of its hits are not listed in these tables
Myeloid diff MLP: induction of myeloid progenitor differentiation, primary screen, cell-based, flow cytometry, MLPCN library; ER-HoxA9 myeloid progenitors, lysozyme-GFP differentiation; actives 1% (n = 360,000); AID 624256, 2012; calls only at 10 µM;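 active means normalized GFP-positive differentiation at or above the plate's own cutoff, the solvent-only control mean plus 3 SD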;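 further: cells exposed to compound for four days before flow analysis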
T cell HTS: modulators of CD8 T cell-vesicle binding, primary screen, mouse 2C CD8+ T cells, flow cytometry | 2C CD8+ T cell-vesicle binding; active compounds read low | calls only at 7 µM | actives 0.068% (n = 330,000);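 active means response, share of CD8 T cells binding vesicles, and their 90th percentile fluorescence all below set limits, cut at about 80% in these data, passing the limit was not always enough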
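Assay system: 2C TCR transgenic mouse naive CD8+ T cells, MACS-purified | Read-out: CD8+ gate FL2 mean fluorescence as % of same-row positive control | Signal: High-throughput flow cytometry with anti-B7-1 and anti-CD8 staining | Timing: Binding step 1.5 h, 37 °C, antibody labelling 20 min, ice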
T cell HTS vesicle-bound %: also measured in T cell HTS; calls as there; double positive events, %; measured here: CD8+ vesicle-bound cell fraction;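 binding gate set so that unloaded-vesicle control wells show 10% double positive cells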
NTR1 ag cell count 20 µM: second read-out of NTR1 ag, no call of its own (marks repeat the call); cell count; measured here: cell count, cytotoxicity flag
Myeloid diff MLP GFP+ MAC1+ %: further read-out of Myeloid diff MLP, marked with its call; GFP+ MAC1+ double positive, %; measured here: differentiation confirmed by MAC1 staining
* marks the source's active call; other numbers are inactive results; [ ] = remark or other dose. Not a hit list; overall some 2.3% were active at least once.

CCOC(=O)c1ccc[n+](CC(=O)c2ccccc2)c1 was read as NTR1 ag 2.4, Large T inhibition -2%, RSV antiviral HEp-2 1.7%, UTI89 phage lysis 1.7%, PhoP inhibition 10%, Rac1 GTP hydrolysis 1%, TNAP activation fold 1.1, Myeloid diff MLP inactive, T cell HTS inactive, T cell HTS vesicle-bound % 43, NTR1 ag cell count 20 µM 63 and Myeloid diff MLP GFP+ MAC1+ % 0.6.
`O=C(NC1CCCCC1)C(c1ccncc1)N(Cc1ccccc1)C(=O)c1ccc(-c2ccccc2)[nH]1` (stereo not given) gave NTR1 ag 3.3, Large T inhibition 11%, RSV antiviral HEp-2 72%, UTI89 phage lysis 0.5%, PhoP inhibition 31%, Rac1 GTP hydrolysis -6%, TNAP activation fold 1.1, Myeloid diff MLP inactive, T cell HTS inactive, T cell HTS vesicle-bound % 51, NTR1 ag cell count 20 µM 85 and Myeloid diff MLP GFP+ MAC1+ % 1.4.
For O=C(COC(=O)c1ccc([N+](=O)[O-])o1)NCc1ccc(F)cc1 the results were NTR1 ag 1.0, UTI89 phage lysis -0.8%[50 µM], Rac1 GTP hydrolysis 4%, Myeloid diff MLP inactive, T cell HTS inactive, T cell HTS vesicle-bound % 46, NTR1 ag cell count 20 µM 65 and Myeloid diff MLP GFP+ MAC1+ % 1.8.
For OC(COc1ccc(Br)cc1)CN1CCOCC1 (stereo not given) the results were NTR1 ag 1.6, Large T inhibition 16%, RSV antiviral HEp-2 1.2%, UTI89 phage lysis 0.5%, PhoP inhibition 11%, Rac1 GTP hydrolysis 11%, TNAP activation fold 1.1, Myeloid diff MLP inactive, T cell HTS inactive, T cell HTS vesicle-bound % 28, NTR1 ag cell count 20 µM 45 and Myeloid diff MLP GFP+ MAC1+ % 1.0.
Screening CN(CC(=O)Nc1cccc(F)c1)C(=O)c1ccc(C(=O)c2ccccc2)cc1 returned NTR1 ag 0.2, UTI89 phage lysis 1.0%[50 µM], Rac1 GTP hydrolysis 10%, Myeloid diff MLP inactive, NTR1 ag cell count 20 µM 65 and Myeloid diff MLP GFP+ MAC1+ % 0.5.
`CSCC[C@@H](Nc1nc(-c2ccccc2)nc2c1oc1ccccc12)C(=O)O` gave NTR1 ag 1.4, RSV antiviral HEp-2 4.4%, UTI89 phage lysis 1.6%, PhoP inhibition -3%, Rac1 GTP hydrolysis 0%, TNAP activation fold 1.1, Myeloid diff MLP inactive, T cell HTS inactive, T cell HTS vesicle-bound % 56, NTR1 ag cell count 20 µM 54 and Myeloid diff MLP GFP+ MAC1+ % 5.6.
`CCn1c(SCC(=O)Nc2cccnc2Cl)nnc1-c1ccccc1` gave Large T inhibition 3%, RSV antiviral HEp-2 1.2%, UTI89 phage lysis 1.5%[50 µM], PhoP inhibition 10%, Rac1 GTP hydrolysis 6%, TNAP activation fold 1, Myeloid diff MLP inactive, T cell HTS inactive, T cell HTS vesicle-bound % 30 and Myeloid diff MLP GFP+ MAC1+ % 0.8.
For CCOC(=O)C1CCCN(S(=O)(=O)c2ccc(-c3cc(C)no3)s2)C1 (stereo not given) the results were NTR1 ag 0.6, Large T inhibition 1%, RSV antiviral HEp-2 2.1%, UTI89 phage lysis 0.6%, PhoP inhibition 2%, Rac1 GTP hydrolysis 9%, Myeloid diff MLP inactive, T cell HTS inactive, T cell HTS vesicle-bound % 22, NTR1 ag cell count 20 µM 50 and Myeloid diff MLP GFP+ MAC1+ % 0.4.
Screening S=c1[nH]nc(-c2cc(-c3ccco3)[nH]n2)n1-c1cccc2ccccc12 returned NTR1 ag 3.2, Large T inhibition 25%, RSV antiviral HEp-2 9.8%, UTI89 phage lysis -0.8%, PhoP inhibition 15%, Rac1 GTP hydrolysis 8%, TNAP activation fold 1.4, Myeloid diff MLP inactive, T cell HTS inactive, T cell HTS vesicle-bound % 28, NTR1 ag cell count 20 µM 66 and Myeloid diff MLP GFP+ MAC1+ % 0.6.
CSc1ccc(/C=N/NC(=O)c2ccc(C)c(C)c2)cc1 was read as NTR1 ag 4.5, Large T inhibition 4%, RSV antiviral HEp-2 1.4%, UTI89 phage lysis 0.3%[50 µM], PhoP inhibition 4%, Rac1 GTP hydrolysis 8%, TNAP activation fold 1.1, Myeloid diff MLP inactive, T cell HTS inactive, T cell HTS vesicle-bound % 5, NTR1 ag cell count 20 µM 47 and Myeloid diff MLP GFP+ MAC1+ % 0.3.
CCOC(=O)C1CCN(c2ncnc3c2nnn3Cc2ccccc2Cl)CC1 was read as NTR1 ag 0.9, Large T inhibition 50%, RSV antiviral HEp-2 4.5%, UTI89 phage lysis 0.0%, PhoP inhibition 7%, Rac1 GTP hydrolysis 13%, TNAP activation fold 1.1, Myeloid diff MLP inactive, T cell HTS inactive, T cell HTS vesicle-bound % 29, NTR1 ag cell count 20 µM 59 and Myeloid diff MLP GFP+ MAC1+ % 0.0.
For CCOc1ccc2oc(C(=O)N(Cc3nnc(-c4ccccc4Cl)o3)C3CC3)c(C)c2c1 the results were NTR1 ag 6.6, Large T inhibition 15%, RSV antiviral HEp-2 17%, UTI89 phage lysis 0.3%[50 µM], PhoP inhibition 15%, Rac1 GTP hydrolysis 4%, Myeloid diff MLP inactive, T cell HTS inactive, T cell HTS vesicle-bound % 19, NTR1 ag cell count 20 µM 47 and Myeloid diff MLP GFP+ MAC1+ % 0.6.

Continued; the last two above are carried over.
CCOC(=O)C1CCN(c2ncnc3c2nnn3Cc2ccccc2Cl)CC1 was read as NTR1 ag 0.9, Large T inhibition 50%, RSV antiviral HEp-2 4.5%, UTI89 phage lysis 0.0%, PhoP inhibition 7%, Rac1 GTP hydrolysis 13%, TNAP activation fold 1.1, Myeloid diff MLP inactive, T cell HTS inactive, T cell HTS vesicle-bound % 29, NTR1 ag cell count 20 µM 59 and Myeloid diff MLP GFP+ MAC1+ % 0.0.
For CCOc1ccc2oc(C(=O)N(Cc3nnc(-c4ccccc4Cl)o3)C3CC3)c(C)c2c1 the results were NTR1 ag 6.6, Large T inhibition 15%, RSV antiviral HEp-2 17%, UTI89 phage lysis 0.3%[50 µM], PhoP inhibition 15%, Rac1 GTP hydrolysis 4%, Myeloid diff MLP inactive, T cell HTS inactive, T cell HTS vesicle-bound % 19, NTR1 ag cell count 20 µM 47 and Myeloid diff MLP GFP+ MAC1+ % 0.6.
Screening COc1ccc(N2CCN(C(=O)Nc3cccc(C(F)(F)F)c3)CC2)cc1 returned NTR1 ag -5.7, Large T inhibition 14%, RSV antiviral HEp-2 4.0%, UTI89 phage lysis 4.8%, PhoP inhibition -2%, Rac1 GTP hydrolysis 18%, TNAP activation fold 1, Myeloid diff MLP inactive, T cell HTS inactive, T cell HTS vesicle-bound % 55, NTR1 ag cell count 20 µM 83 and Myeloid diff MLP GFP+ MAC1+ % 0.8.
For Cc1ccc(NC(=O)COc2ccccc2C(=O)NCCc2ccccc2)cc1 the results were NTR1 ag 5.0, Large T inhibition 18%, RSV antiviral HEp-2 5.4%, UTI89 phage lysis 0.0%, PhoP inhibition -5%, Rac1 GTP hydrolysis 19%, Myeloid diff MLP inactive, T cell HTS inactive, T cell HTS vesicle-bound % 44, NTR1 ag cell count 20 µM 67 and Myeloid diff MLP GFP+ MAC1+ % 0.5.
Nc1sc(-c2ccccc2)n[n+]1Cc1cccc2cccnc12 was read as NTR1 ag 8.0, Large T inhibition 5%, RSV antiviral HEp-2 -1.1%, UTI89 phage lysis 0.6%, Rac1 GTP hydrolysis 9%, Myeloid diff MLP inactive, T cell HTS inactive, T cell HTS vesicle-bound % 37, NTR1 ag cell count 20 µM 47 and Myeloid diff MLP GFP+ MAC1+ % 0.5.
Screening COc1cccc(/C=C/C(=O)OCC(=O)N2CCCC2)c1OC returned NTR1 ag -1.5, UTI89 phage lysis 0.6%[50 µM], Rac1 GTP hydrolysis 8%, Myeloid diff MLP inactive, T cell HTS inactive, T cell HTS vesicle-bound % 23, NTR1 ag cell count 20 µM 56 and Myeloid diff MLP GFP+ MAC1+ % 1.1.
Screening CCOc1ccccc1N1CCN(C(=O)c2ccccc2)CC1 returned NTR1 ag -0.6, Large T inhibition 1%, RSV antiviral HEp-2 1.5%, UTI89 phage lysis -0.1%, PhoP inhibition 26%, Rac1 GTP hydrolysis 9%, TNAP activation fold 1.1, Myeloid diff MLP inactive, T cell HTS inactive, T cell HTS vesicle-bound % 10, NTR1 ag cell count 20 µM 80 and Myeloid diff MLP GFP+ MAC1+ % 0.4.
`CCOC(=O)c1ccc(NCCOC)c([N+](=O)[O-])c1` gave NTR1 ag -0.1, Large T inhibition 18%, RSV antiviral HEp-2 14%, UTI89 phage lysis 0.2%, PhoP inhibition 9%, Rac1 GTP hydrolysis 1%, TNAP activation fold 1.1, Myeloid diff MLP inactive, T cell HTS inactive, T cell HTS vesicle-bound % 41, NTR1 ag cell count 20 µM 69 and Myeloid diff MLP GFP+ MAC1+ % 0.3.
For Cc1cc([N+](=O)[O-])c(N2CCC[C@@H]2C(=O)O)c([N+](=O)[O-])c1 the results were NTR1 ag 0.3, Large T inhibition 0%, RSV antiviral HEp-2 1.8%, UTI89 phage lysis 0.4%, PhoP inhibition -18%, Rac1 GTP hydrolysis 5%, TNAP activation fold 1.1, Myeloid diff MLP inactive, T cell HTS inactive, T cell HTS vesicle-bound % 65, NTR1 ag cell count 20 µM 76 and Myeloid diff MLP GFP+ MAC1+ % 0.4.
`CC(C(=O)c1ccccc1)[n+]1cccc(C(N)=O)c1` (stereo not given) gave NTR1 ag 1.1, Large T inhibition 19%, RSV antiviral HEp-2 1.8%, UTI89 phage lysis -2.1%, PhoP inhibition -1%, Rac1 GTP hydrolysis -11%, Myeloid diff MLP inactive, T cell HTS inactive, T cell HTS vesicle-bound % 56, NTR1 ag cell count 20 µM 65 and Myeloid diff MLP GFP+ MAC1+ % 0.5.
For CCOC(=O)c1ccc(NC(=O)COc2ccc(S(=O)(=O)N3CCCC3)cc2)cc1 the results were NTR1 ag 0.5, Large T inhibition 0%, RSV antiviral HEp-2 1.5%, UTI89 phage lysis 2.0%, PhoP inhibition -7%, Rac1 GTP hydrolysis 4%, TNAP activation fold 1.2, Myeloid diff MLP inactive, NTR1 ag cell count 20 µM 60 and Myeloid diff MLP GFP+ MAC1+ % 1.5.
`O=C1C=C(c2cc3ccccc3s2)C[C@@H](c2ccc(F)cc2)C1` gave NTR1 ag 4.2, RSV antiviral HEp-2 1.2%, UTI89 phage lysis -1.0%, Rac1 GTP hydrolysis 5%, Myeloid diff MLP inactive, T cell HTS inactive, T cell HTS vesicle-bound % 13, NTR1 ag cell count 20 µM 50 and Myeloid diff MLP GFP+ MAC1+ % 1.4.
